PREPL inh – PREPL enzyme inhibitors, primary screen, biochemical, fluorescence polarization. recombinant PREPL, fluorescence polarization activity-based probe. 320,000 compounds, 0.68% hits. inhibition, % at 5.96 µM. Prolyl endopeptidase-like (Homo sapiens), Q4J6C6. AID 2751, 2010; in the data active = inhibition above about 43%;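 also: 0% = enzyme with DMSO and 100% = wells lacking enzyme; many of its hits are not listed in these tables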
Target sequence (Q4J6C6 whole entry, looked up): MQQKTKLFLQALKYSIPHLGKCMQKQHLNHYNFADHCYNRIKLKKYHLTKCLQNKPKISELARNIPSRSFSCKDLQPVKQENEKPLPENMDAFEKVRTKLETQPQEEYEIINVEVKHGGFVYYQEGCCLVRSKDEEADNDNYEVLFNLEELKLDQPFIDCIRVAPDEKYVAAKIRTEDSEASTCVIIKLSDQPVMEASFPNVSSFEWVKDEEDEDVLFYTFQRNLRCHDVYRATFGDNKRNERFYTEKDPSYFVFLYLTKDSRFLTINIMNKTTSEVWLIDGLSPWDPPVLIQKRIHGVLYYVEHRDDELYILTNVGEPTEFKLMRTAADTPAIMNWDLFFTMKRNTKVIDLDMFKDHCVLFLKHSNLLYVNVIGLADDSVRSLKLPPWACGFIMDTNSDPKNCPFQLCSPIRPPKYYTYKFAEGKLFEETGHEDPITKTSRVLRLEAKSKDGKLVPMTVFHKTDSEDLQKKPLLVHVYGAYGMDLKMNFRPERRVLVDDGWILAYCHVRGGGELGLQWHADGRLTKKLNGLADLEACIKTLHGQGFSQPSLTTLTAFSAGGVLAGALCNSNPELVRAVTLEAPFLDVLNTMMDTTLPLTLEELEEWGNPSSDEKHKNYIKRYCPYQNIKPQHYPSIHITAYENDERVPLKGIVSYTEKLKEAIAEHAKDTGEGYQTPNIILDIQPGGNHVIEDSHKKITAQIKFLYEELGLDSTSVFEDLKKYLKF
LYPLA1 counter – LYPLA1 inhibitors, primary screen, counter-screen for PME1 inhibitor project, biochemical, fluorescence polarization, FP-Rh probe ABPP; inhibition, % at 5.9 µM; 320,000 compounds, 0.16% hits; recombinant LYPLA1; Acyl-protein thioesterase 1 (Homo sapiens), O75608;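 active = inhibition above the mean of all tested compounds plus 3 SD, set per campaign, cut at about 14% in these data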;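 also: inhibitors block serine hydrolase probe labeling of LYPLA1 so polarization falls; 0% = enzyme with DMSO and 100% = wells lacking LYPLA1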
PAFAH1B2 inh – PAFAH1B2 enzyme inhibitors, primary screen, biochemical, fluorescence polarization, human | recombinant PAFAH1B2, FP-rhodamine activity probe | inhibition, % at 3.39 µM | 340,000 compounds, 1.2% hits;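 active = inhibition above the mean of all tested compounds plus 3 SD, cut at about 24% in these data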;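 also: 0% = enzyme with DMSO and 100% = wells lacking PAFAH1B2; many of its hits are not listed in these tables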
Target sequence (P68402 whole entry, looked up): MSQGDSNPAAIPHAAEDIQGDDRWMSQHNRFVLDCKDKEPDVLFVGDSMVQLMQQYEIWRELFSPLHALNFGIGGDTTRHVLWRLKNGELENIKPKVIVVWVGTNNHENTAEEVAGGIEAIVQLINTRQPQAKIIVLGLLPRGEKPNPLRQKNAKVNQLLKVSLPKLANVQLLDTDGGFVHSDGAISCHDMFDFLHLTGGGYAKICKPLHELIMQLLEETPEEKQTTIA
pPAFAH inh – pPAFAH enzyme inhibitors, primary screen, biochemical, fluorescence polarization, human | Platelet-activating factor acetylhydrolase (Homo sapiens), Q13093 | recombinant pPAFAH, FP-rhodamine probe fluorescence polarization | inhibition, % at 3.39 µM | 330,000 compounds, 1.5% hits | AID 463082, 2010;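 active = inhibition above the mean inhibition across the screen plus 3 SD, cut at about 25% in these data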;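 also: inhibitors block binding of the rhodamine activity-based probe so polarization drops; 0% = enzyme with DMSO and 100% = wells lacking pPAFAH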
PAFAH2 FP inh – PAFAH2 enzyme inhibitors, primary screen, biochemical, fluorescence polarization, human; recombinant PAFAH2, FP-rhodamine activity probe; Platelet-activating factor acetylhydrolase 2, cytoplasmic (Homo sapiens), Q99487; inhibition, % at 3.39 µM; 340,000 compounds, 0.99% hits;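 active = inhibition above the mean over all tested compounds plus 3 SD, cut at about 30% in these data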;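 also: inhibitors block probe labeling of enzyme so polarization drops; 0% = enzyme with DMSO and 100% = wells lacking PAFAH2 protein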
LYPLA2 counter – LYPLA2 inhibitors, primary screen, counter-screen for PME1 inhibitor project, biochemical, fluorescence polarization, FP-Rh probe ABPP | inhibition, % at 5.9 µM | Acyl-protein thioesterase 2 (Homo sapiens), O95372 | recombinant LYPLA2 | 320,000 compounds, 0.38% hits;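 active = inhibition above the screen-wide mean plus 3 SD, limit set per campaign, cut at about 26% in these data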;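 also: 0% = LYPLA2 with DMSO and 100% = wells lacking LYPLA2 enzyme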
PAFAH1B3 inh – PAFAH1B3 enzyme inhibitors, primary screen, biochemical, fluorescence polarization, human. Platelet-activating factor acetylhydrolase IB subunit alpha1 (Homo sapiens), Q15102. recombinant PAFAH1B3, FP-rhodamine probe. inhibition, % at 3.39 µM. 340,000 compounds, 0.28% hits. AID 492972, 2010;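 active = inhibition above the screen-wide average of all tested compounds plus 3 SD, cut at about 25% in these data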;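 also: 0% = enzyme with DMSO only and 100% = wells lacking PAFAH1B3 protein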
GSTO1 inh – inhibitors of recombinant GSTO1, primary screen, counter-screen for RBBP9 inhibitor project, biochemical, fluorescence polarization; AID 1974, 2009; activity-based probe fluorescence polarization; 300,000 compounds, 1.1% hits; Glutathione S-transferase omega-1 (Homo sapiens), P78417; inhibition, % at 5.96 µM;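 active = inhibition above the campaign mean inhibition plus 3 SD, cut at about 35% in these data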;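 also: 0% = GSTO1-1 with DMSO and 100% = wells lacking GSTO1-1 enzyme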
PAD4 inh – human PAD4 inhibitors, primary screen, biochemical, fluorescence polarization, 1536-well format; 330,000 compounds, 0.41% hits; inhibition, % at 6.36 µM; recombinant PAD4, RCA probe fluorescence polarization;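 active = percent inhibition above a cutoff equal to the mean of all tested compounds plus 3 SD, cut at about 15% in these data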;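 also: 0% = PAD4 with RCA probe and DMSO and 100% = probe without PAD4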
* hit, by the source's call; nt = not tested or not shown; & = joins results of further samples. Not all compounds are listed; count on the stated rates, not on these rows.

SMILES | PREPL inh | LYPLA1 counter | PAFAH1B2 inh | pPAFAH inh | PAFAH2 FP inh | LYPLA2 counter | PAFAH1B3 inh | GSTO1 inh | PAD4 inh
O=C1CN(C(=O)CN2CCCCC2)C(c2ccccc2)c2cc(Br)ccc2N1 (centres undefined) | 8 | 0 | 4 | 3 | -5 | 6 | -5 | 9 | 3
C/C(=N\NC(=O)c1ccncc1)c1c(O)n(Cc2ccccc2)c(=O)[nH]c1=O | 10 | 2 | 11 | -3 | -9 | -55 | 0 | -4 | -7
Cc1nn(Cc2ccccc2Cl)c(C)c1C(=O)OCC(=O)N1CC(C)OC(C)C1 (centres undefined) | 2 | 4 | -2 | 3 | -11 | 0 | 8 | 1 | -3
Cc1ccc(-n2cc(CNC(C)Cc3cnccn3)c(-c3cccc(C)c3)n2)cc1 (centres undefined) | -1 | 6 | -2 | 1 | -7 | -3 | 8 | 2 | -4
C=CCn1c(O)c(/C=C2/C=CC=N2)c(=O)[nH]c1=O | -3 | 2 | -1 | 2 | -14 | 6 | -2 | 4 | -1
O=C(C[N+]12CCC(CC1)C(C(O)(c1ccccc1)c1ccccc1)C2)c1ccc(Br)cc1 (centres undefined) | -15 | 2 | 3 | 1 | 1 | 4 | 4 | 4 | -4
CN(C)CCSCc1nnc2n1-c1ccc(Cl)cc1C(c1ccccc1Cl)=NC2 | 40 | -1 | 5 | -2 | -1 | -5 | 10 | -2 | 1
O=c1c2ccccc2nc(-c2ccccc2)n1-c1ccccn1 | 15 | 2 | -2 | 0 | 0 | 6 | 5 | 3 | 0
N=c1sccn1Cc1ccc(Cl)cc1Cl | 6 | 3 | 1 | -3 | -3 | 0 | 5 | 75* | 0
C[C@H](NC(=O)N1C[C@H]2C[C@@H](C1)c1cccc(=O)n1C2)C(=O)Nc1ccccc1F | 7 | 1 | 5 | 1 | 2 | 0 | 8 | -1 | -2
Cc1ccc(C(=O)C2(C)N(O)C(C)C(c3cccs3)=[N+]2[O-])cc1 (centres undefined) | 2 | 0 | 3 | 5 | 11 | 3 | 11 | -5 | -5
COc1ccc(OCC(=O)N2CCN(Cc3nc4cc([N+](=O)[O-])ccc4n3C)CC2)cc1 | 7 | 2 | -1 | 5 | 4 | 3 | 5 | -1 | -7
COc1ccc(C(=O)O/N=C(/C(N)=O)P(=O)(OC(C)C)OC(C)C)cc1 | 1 | 0 | nt | 0 | nt | -3 | nt | -1 | -5
O=c1c2ccccc2nc(SCC2CCCCO2)n1-c1ccccc1 (centres undefined) | 12 | -1 | 6 | -2 | -7 | 3 | 3 | 3 | -3
CP(=O)(Nc1ccc(Cl)cc1)c1nc2c(s1)CCCC2 (centres undefined) | 19 | -4 | 9 | 4 | -4 | -6 | 9 | 4 | 0
CCCN(CC#CCOc1ccc(OC)cc1)CCC | 2 | 2 | 15 | 1 | 2 | 5 | 5 | -1 | -1
CCOP(=O)(C#CC(C)(C)C)C(C)(O)c1ccccc1 (centres undefined) | -3 | 1 | 5 | 2 | 1 | 3 | 3 | 11 | 3
Cc1nc2ccccc2c(=O)n1-c1ccncc1 | 2 | 0 | 4 | 4 | -3 | -2 | -2 | -3 | -3
O=[N+]([O-])c1cc(F)c(N2CCCCC2)cc1Br | 16 | 1 | 0 | 4 | -2 | 8 | 5 | 3 | -2
CC1CCC(C(C)C)C(OC(=O)Cn2c(COc3ccccc3)[n+](C)c3ccccc32)C1 (centres undefined) | 22 | 3 | -1 | 0 | -7 | 2 | 0 | -2 | 0
COc1ccc(-c2cc(C(=O)N3CCC4(CC3)OCCO4)c3ccccc3n2)cc1 | 9 | -1 | 1 | 1 | -14 | -6 | 3 | 3 | -1
Clc1ccc(CCNCc2ccncc2)c(Cl)c1 | 5 | -4 | 10 | -2 | -8 | 1 | 8 | 1 | -2
CCC(C)NC(=O)c1c(N)n(CC2CCCO2)c2nc3ccccc3nc12 (centres undefined) | 1 | -2 | 5 | 19 | 13 | -8 | 10 | 38* | -13
Cc1cccc(N2C(=O)NC(=O)/C(=C/c3ccc(-c4ccc(C(=O)O)c(Cl)c4)o3)C2=O)c1 | 1 | -4 | nt | 3 | nt | -7 | nt | -17 | -2
CC(C)Oc1ccc(C2C(C#N)=C(N)Oc3c2c(=O)oc2ccccc32)cc1 (centres undefined) | 1 | -1 | -3 | 6 | 10 | 3 | -3 | -12 | -4
CCN(C(=O)Oc1ccccc1)c1ccc(C(O)(C(=O)OC)C(F)(F)F)cc1 (centres undefined) | 2 | -2 | 1 | 4 | -6 | -12 | 14 | 5 | 0
COc1ccccc1C(=O)Nc1ccc2c(c1)CC1(C(=O)N(C)C(=O)N(C)C1=O)C1CCCN21 (centres undefined) | 6 | -7 | 1 | 5 | -4 | -4 | 2 | 6 | 0
C/C=C(\C)C(=O)OC1C(C)=C2C(C1OC(=O)CCCCC)C(C)(OC(C)=O)CC(OC(=O)CCC)C1(O)C2OC(=O)C1(C)O (centres undefined) | 21 | -1 | nt | 38* | nt | 5 | nt | 4 | -3
C=CCn1c(O)c(C(CC)=Nc2cc(OC)ccc2OC)c(=O)[nH]c1=O | 10 | -3 | 1 | 7 | -8 | 0 | -2 | 12 | 1
COc1ccc2c(c1)/C(=C/c1cnc[nH]1)C(=O)N2 | 11 | 1 | -1 | -7 | 11 | -4 | 8 | -2 | -9
CN1C(=O)NC(=O)/C(=C/c2ccc(C(=O)O)cc2)C1=O | -1 | 3 | -1 | 5 | -3 | 3 | 5 | 5 | 7
O=[N+]([O-])c1ccc(NC2CCN(Cc3ccccc3)CC2)c2ccncc12 | 28 | -5 | 12 | 6 | -5 | 16 | 12 | -2 | -16
CN1CC2([N+](=O)[O-])CC=C(Cl)C([N+](=O)[O-])(C1)C2 (centres undefined) | -4 | -4 | 1 | -1 | 2 | -3 | 8 | 14 | 0
CCOc1ccc(C2SCC(=O)Nc3c2c(=O)[nH]n3C2CCCCCC2)cc1 (centres undefined) | 15 | -6 | 3 | -5 | 0 | -5 | 1 | 15 | -5
O=C1Nc2ccccc2/C1=C/c1nc2ccccc2c(=O)n1-c1ccc(O)cc1 | 4 | -3 | 5 | 2 | 5 | -2 | -1 | 0 | 10
S=C(NC1CCCCC1)N1CCC(c2cnc[nH]2)CC1 | 9 | 1 | 4 | 3 | 0 | 0 | 6 | 3 | -3
CC(C)(C)C(=O)c1cn(Cc2ccccc2)c2ccccc12 | 10 | 0 | 8 | 5 | 2 | 5 | -4 | 8 | 1
O=C1/C(=C/c2cc([N+](=O)[O-])ccc2Cl)N2CCC1CC2 | 11 | 0 | -1 | 2 | 0 | 4 | -2 | 3 | 2
CCCCCCOc1ccc(CN2CCN(C)CC2)cc1 | 0 | -1 | 8 | 4 | 5 | -1 | -2 | -1 | 1
Nc1ccnn1C1CCNCC1 | -8 | -3 | 4 | 3 | 3 | -2 | -5 | 0 | 3
O=C1C2CCCN2C(c2cccc(Cl)c2)N1c1ccccn1 (centres undefined) | -2 | 1 | 7 | -1 | 3 | 4 | 9 | 5 | 1
CC1CCCC(NC(=O)CNC(=S)N2CC3CC(C2)c2cccc(=O)n2C3)C1C (centres undefined) | -8 | 1 | 8 | 6 | 1 | -1 | 8 | 2 | -1
Cc1c(C(c2ccccc2Cl)c2c(O)c3ccccc3oc2=O)c(=O)n(-c2ccccc2)n1C (centres undefined) | 13 | -3 | 0 | 1 | 15 | -4 | 9 | 7 | -3
CN1C(=O)N(C)C(=O)C2(Cc3cc([N+](=O)[O-])ccc3N(C)C2c2ccccc2)C1=O (centres undefined) | -3 | 1 | 7 | 2 | 7 | 3 | 3 | -4 | 0
CCCCCCC(=O)N/N=C/c1c(O)n(CCCC)c(=S)[nH]c1=O | 17 | -5 | 11 | 13 | 0 | -6 | -1 | -39 | 3
CC(C)CNP(=S)(c1ccccc1)C(C)(C)C (centres undefined) | 0 | -2 | 5 | 3 | 1 | 4 | 3 | 5 | -2
Cn1ccc(NC(=O)CCl)n1 | -4 | 4 | 2 | 4 | 0 | 2 | 2 | 62* | -2
COc1cc2c(c(OC)c1OC)-c1ccc(O)c(=O)cc1C(NC(C)=O)CC2 (centres undefined) | -5 | -1 | 3 | 4 | 0 | -5 | 3 | 2 | -1
CCOc1ccc(-n2c(O)c(N=Nc3ccc([N+](=O)[O-])cc3)c(=O)[nH]c2=O)cc1 | 3 | -3 | -4 | 0 | 9 | 6 | 12 | -7 | -2
COc1ccc([N+](=O)[O-])cc1N=Cc1c(O)n(CCc2ccccc2)c(=O)n(C(C)C)c1=O | 16 | -7 | 0 | 6 | -8 | -1 | 11 | 2 | -5
COC(=O)C1=C(c2ccc(C(C)=O)cc2)C[C@@H]2CC[C@H]1N2C(=O)NCc1ccc(F)cc1 | -14 | 1 | 34* | 4 | -4 | -1 | 4 | nt | -2
FC(F)(F)Oc1ccc(NC2=NCCCS2)cc1 | -1 | 5 | 4 | 5 | -7 | 10 | 5 | 0 | -5
CCOc1cc2c(cc1OCC)-n1cccc1C(c1cccc(OCC)c1O)NC2 (centres undefined) | 13 | 1 | 0 | 6 | 1 | -2 | 2 | 1 | 2
Oc1ccc2c3c1O[C@H]1[C@@H](O)CC[C@@]4(O)[C@@H](C2)N(CC2CCC2)CC[C@]314 | -12&-9 | 2&-2 | 0&3 | -6&7 | 8&6 | 7&2 | -3&3 | -3&1 | -4&-3
Oc1c(Br)c(Br)c(Br)c(Br)c1Br | 6 | 25* | 41* | 32* | 27 | 56* | 14 | nt | -5
O=c1[nH]c(=S)[nH]c(O)c1N=Nc1ccc2c(c1)OCO2 | -11 | -2 | -5 | 7 | -4 | -18 | -3 | -5 | -26
CC(=O)NC1CC2CCC(C1)N2 (centres undefined) | 5 | 4 | -3 | 3 | -4 | 9 | -3 | -2 | 1
COC(=O)C1=C(c2ccc(F)cc2OCc2ccccc2)C[C@@H]2CC[C@H]1N2C(=O)N1CCOCC1 | 12 | 2 | -6 | 0 | -1 | 3 | 4 | nt | -4
O=S(=O)(c1ccc(Cl)cc1)c1ccc(Cl)cc1 | 11 | 0 | 66* | -2 | 4 | -1 | 10 | nt | -8
COC(=O)C1=C(c2cccc(OCc3ccccc3)c2)C[C@@H]2CC[C@H]1N2C(=O)NCc1ccc(N(C)C)cc1 | 38 | -2 | 9 | 8 | 10 | 6 | 16 | nt | 2
COC(=O)Nc1ccc(N=C(N)N[N+](=O)[O-])cc1 | 4 | 1 | 7 | 0 | 11 | -1 | 9 | -3 | 2

Some values from the list:
CN1C(=O)N(C)C(=O)C2(Cc3cc([N+](=O)[O-])ccc3N(C)C2c2ccccc2)C1=O (centres undefined) in PAD4 inh = 0
COC(=O)C1=C(c2ccc(C(C)=O)cc2)C[C@@H]2CC[C@H]1N2C(=O)NCc1ccc(F)cc1 in pPAFAH inh = 4
